aDG glyco up: increases alpha dystroglycan glycosylation. activation, % at 10 µM. Pro5-aDG cells, alpha-DG glycosylation AlphaScreen (IIH6); 0% Pro5, 100% B10-LARGE cell signal. actives 0.22% (n = 360,000);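 active = activation of at least 8% versus controls, or a plate z-score of at least 8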;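 note: Pro5 are CHO cells carrying HIG-tagged alpha-DG that lacks glycosylation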
Glyco luc inh: N-linked glycosylation inhibition. D54 ERlucT glycosylation luciferase reporter, 24 h; percent of 100 nM tunicamycin response. actives 0.23% (n = 360,000). reporter increase, % at 12.5 µM;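 active = mean luciferase reporter signal, scaled so untreated is 0 and the glycosylation-blocking control 100, at or above a set limit in every replicate; inconclusive = mean reaches the limit but not every replicate does; inactive = mean below the limit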;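 note: luciferase carries N-glycosylation sites so blocking glycosylation raises the light; 0% = median of neutral control wells and 100% = median of 100 nM tunicamycin wells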
ABCB6 inh 2: blocks the human ABCB6 transporter. actives 0.19% (n = 360,000). AID 602162. K562-ABCB6 porphyrin accumulation, flow cytometry, 1 h; hits give low values. fluorescence ratio to DMSO, % at 10 µM;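 active = fluorescence ratio to DMSO below 75%, the collection mean minus 3 SD; inconclusive = too few cells collected in the well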;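 note: signal is porphyrin accumulated inside mitochondria; 100% equals median channel fluorescence of DMSO control wells; lower ratio means ABCB6 inhibition with less porphyrin fluorescence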
CaV13 FRET inh: Primary screen for inhibitors of IQ motif and Ca2+-dependent inactivation inhibitor domain binding in CACNA1D, Förster resonance energy transfer in living cells, … | HEK cells, CFP/YFP FRET ICDI-IQ, plate reader, 10 min; percent FRET-ratio fall versus neutral wells | inhibition, % at 12.3 µM | actives 0.098% (n = 340,000) | AID 743397;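 active = mean replicate inhibition of at least 30% and at least 1% of replicates passing that level; inconclusive = only one of the two criteria is met; inactive = neither criterion is met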;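 note: 0% = median of the neutral control wells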
Cardio protect: modulators protecting cardiomyocytes from myocardial damage. H9c2 cardiomyocytes, H2O2 injury protection, ATPLite, 2 h. protection from H2O2 cell death, % at 20 µM. actives 0.63% (n = 360,000). AID 588492;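 active = compounds giving at least 50% protection of heart cells from peroxide-induced death in the single-dose screen, raw or plate-pattern-corrected value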;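 note: 0% = DMSO wells with peroxide and 100% = DMSO wells without peroxide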
Granule exo inh: lytic granule exocytosis inhibition; actives 0.66% (n = 360,000); inhibition, % at 10 µM; TALL-104 LAMP-1 surface exposure, flow cytometry; cells stimulated with thapsigargin and PMA; AID 651702;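 active = inhibition above about 55%, limit read from the data; inconclusive = no clear call, values can overlap the other calls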
HTR2A ag: activates the mouse 5-HT2A serotonin receptor | P35363 | CHO-K1 mHTR2A beta-arrestin complementation, luminescence; percent of 30 µM serotonin response | activation, % at 7.6 µM | actives 0.66% (n = 360,000);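 active = activation above a run cutoff, the mean activation of all tested compounds plus 3 SD, cut at about 14% in these data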;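 note: 0% = plate median of compound wells and 100% = 30 µM serotonin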
Target sequence (P35363 whole entry, looked up): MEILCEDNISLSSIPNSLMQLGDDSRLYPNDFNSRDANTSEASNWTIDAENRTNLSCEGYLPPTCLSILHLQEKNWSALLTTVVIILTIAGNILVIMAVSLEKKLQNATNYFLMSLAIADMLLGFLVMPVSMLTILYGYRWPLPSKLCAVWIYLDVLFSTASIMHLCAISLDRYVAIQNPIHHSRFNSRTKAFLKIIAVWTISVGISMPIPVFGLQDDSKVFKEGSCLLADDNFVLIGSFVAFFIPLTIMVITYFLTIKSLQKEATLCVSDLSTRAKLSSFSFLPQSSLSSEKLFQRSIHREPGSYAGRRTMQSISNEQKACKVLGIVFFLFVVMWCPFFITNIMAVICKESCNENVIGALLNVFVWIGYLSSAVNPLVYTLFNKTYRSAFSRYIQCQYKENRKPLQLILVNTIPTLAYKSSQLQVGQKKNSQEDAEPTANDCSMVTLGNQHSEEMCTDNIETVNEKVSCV
hiPSC survival: enhancers of human iPSC single-cell survival. AID 602274. hiPSC single-cell survival, ATPlite luminescence; 100% = ROCK inhibitor wells, 0% = DMSO. survival enhancement, % at 20 µM. actives 0.044% (n = 360,000); in the data active = survival enhancement above about 18%;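 note: cells exposed to compounds for 16 hours before the ATP read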
Vif inh: inhibitors of HIV Vif | inhibition, % at 7.49 µM | HEK293T cells, Vif self-association by quenched fluorescence, imaging, 24 h | actives 0.35% (n = 340,000); in the data active = inhibition above about 50%, passing the limit was not always enough; inconclusive = no clear call, values can overlap the other calls; inactive = below about 31%; note: some results filed as inactive read as strong as hits
PDI turbidity: inhibitors of human protein disulfide isomerase; P07237; actives 0.052% (n = 350,000); AID 588391; PDI insulin aggregation turbidity, A650, 90 min; inhibition, % at 10 µM;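 active = mean inhibition across replicates of 30% or more, whatever share of single replicates reach that level; inconclusive = mean inhibition below 30% while every single replicate reaches 30%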;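 note: absorbance from insulin aggregation driven by PDI reduction with DTT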
Target sequence (P07237 whole entry, looked up): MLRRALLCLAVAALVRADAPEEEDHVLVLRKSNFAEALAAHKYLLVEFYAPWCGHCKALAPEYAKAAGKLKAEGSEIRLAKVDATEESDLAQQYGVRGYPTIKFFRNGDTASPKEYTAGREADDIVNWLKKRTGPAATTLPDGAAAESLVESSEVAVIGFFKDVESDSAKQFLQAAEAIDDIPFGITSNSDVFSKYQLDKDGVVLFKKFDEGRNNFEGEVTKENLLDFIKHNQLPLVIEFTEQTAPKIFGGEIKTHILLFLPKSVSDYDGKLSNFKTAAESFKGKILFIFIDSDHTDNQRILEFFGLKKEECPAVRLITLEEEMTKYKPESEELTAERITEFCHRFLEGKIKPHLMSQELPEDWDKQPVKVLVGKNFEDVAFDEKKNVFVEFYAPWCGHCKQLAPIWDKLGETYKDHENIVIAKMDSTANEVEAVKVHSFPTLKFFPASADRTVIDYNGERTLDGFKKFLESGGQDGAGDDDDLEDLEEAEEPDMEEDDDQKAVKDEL
* marks the source's active call; other numbers are inactive results; ? = inconclusive; · = not tested or not shown.

No. | Structure | aDG glyco up | Glyco luc inh | ABCB6 inh 2 | CaV13 FRET inh | Cardio protect | Granule exo inh | HTR2A ag | hiPSC survival | Vif inh | PDI turbidity
1 | CCN(CC)C(=O)C(=O)N/N=C/c1ccc(Cl)cc1Cl | 0.5 | -1 | 97 | -14 | 0 | -2 | -5 | -1.9 | -2 | -37
2 | CCOC(=O)c1cccnc1SCC(=O)Nc1ccc(C)cc1 | 2.1 | 0 | 106 | -4 | -7 | -3 | 16* | -0.5 | -3 | 4
3 | C=CCC1CCC/C(=N\NS(=O)(=O)c2ccc(C)cc2)C1 (stereo unspecified) | -0.2 | 1 | 97 | -6 | -5 | -2 | 2 | -0.3 | 5 | 1
4 | O=C(/C=C/c1ccc(O)cc1)c1ccccc1 | 0.0 | 2 | 96 | -5 | -10 | 15 | -3 | -0.2 | 4 | -2
5 | COc1ccc(OC)c(NC(=O)Nc2ccc3c(c2)OCO3)c1 | -0.3 | 0 | 104 | -6 | -3 | 3 | -10 | 0.5 | 28 | 3
6 | CC(=O)Nc1ccc(NC(=O)COc2ccc(-c3ccc(C#N)cc3)cc2)cc1 | 0.2 | 0 | 92 | -16 | 16 | -3 | 11 | 1.3 | 55* | 3
7 | COc1ccc(CN(C)C(=O)Cc2ccsc2)c(OC)c1OC | -0.1 | 0 | 97 | -3 | -5 | -3 | -1 | 0.0 | -10 | 1
8 | CCSc1nc(NCCN(C)C)c2c3c(sc2n1)COC(C)(CC)C3 (stereo unspecified) | 0.1 | -3 | 103 | -5 | 3 | -11 | -4 | -0.6 | 9 | 4
9 | COC(=O)CCc1ccc(O)cc1 | -0.1 | 1 | 101 | · | -3 | 4 | -2 | 1.8 | 1 | ·
10 | Cc1ncsc1CCOC(=O)C12CC3CC(CC(C3)C1)C2 | -0.2 | -4 | 95 | -6 | -7 | 2 | 16* | -0.3 | -1 | 1
11 | Cc1nnc(NC(=O)CSc2ccccn2)s1 | 0.0 | 2 | 103 | -6 | 2 | 5 | -2 | 3.6 | -3 | 0
12 | COc1ccc(C(C(=O)NCC2CCCO2)N(C(=O)CNC(=O)c2ccco2)c2cc(C)cc(C)c2)cc1OC (stereo unspecified) | 0.0 | 0 | 94 | -4 | 2 | -5 | 8 | 0.3 | -17 | 9
13 | COc1ccc(C(c2c(O)cc(C)oc2=O)c2c(O)cc(C)oc2=O)cc1 | 0.0 | 2 | 102 | -10 | 10 | -2 | 3 | -1.3 | -5 | -6
14 | Cc1ccc(S(=O)(=O)N2CCOCC2)cc1C(=O)N1c2ccccc2Sc2ccccc21 | 0.0 | 0 | 96 | · | -2 | -1 | -1 | -3.0 | -1 | -4
15 | O=c1cnn(Cc2c(Cl)cccc2Cl)c2ccccc12 | -0.1 | -1 | 93 | -20 | 4 | -4 | 0 | 0.3 | 16 | -7
16 | Cc1nc(N2CCOCC2)[nH]c(=O)c1[N+](=O)[O-] | -0.1 | 0 | 104 | 4 | 6 | -3 | 1 | -0.3 | -1 | -3
17 | O=C(NCc1ccc(F)cc1)c1cc(C2CCCCN2S(=O)(=O)c2cccs2)on1 (stereo unspecified) | -0.1 | -3 | 87 | -4 | -2 | -6 | 0 | 4.0 | -1 | -4
18 | COc1ccc(/C=C/C(=O)OCC(=O)NC2CCCC(C)C2C)cc1 (stereo unspecified) | -0.1 | 1 | 100 | -6 | 1 | -4 | -10 | -0.4 | 13 | -1
19 | COc1ccc(C2=NN(S(C)(=O)=O)C(c3ccc4nccnc4c3)C2)cc1 (stereo unspecified) | 0.2 | -1 | 148 | -6 | -5 | -5 | -2 | -2.5 | -8 | 8
20 | CCOC(=O)c1ccc(NC(=O)Nc2ccc(OC)c(OC)c2)cc1 | 0.1 | 0 | 121 | -5 | 20 | 0 | -3 | 6.8 | -12 | -4
21 | CC(CCc1ccco1)NC(=O)CCc1nnc2ccc(NCc3ccccc3Cl)nn12 (stereo unspecified) | -0.5 | 0 | 90 | -16 | 0 | 0 | 5 | -0.3 | 3 | 1
22 | COC(=O)c1cc(C#N)c(N2CC(C)OC(C)C2)nc1C (stereo unspecified) | 0.2 | 1 | 98 | 4 | -4 | -2 | 4 | 0.6 | 3 | 8
23 | Cc1cc(NC(=O)CCC(=O)N(CC(=O)NCC2CCCO2)c2ccccc2)no1 (stereo unspecified) | -0.1 | -1 | 101 | -2 | 0 | -5 | 7 | -0.1 | 3 | 1
24 | CCOc1ccc(NC(=O)c2ccc(CC)s2)c([N+](=O)[O-])c1 | -0.2 | -2 | 102 | -3 | 4 | 2 | 2 | -0.4 | -4 | 0
25 | Cc1ccc(S(=O)(=O)NCc2cn3c(C)csc3n2)cc1 | -0.2 | 0 | 113 | -5 | 3 | 2 | 0 | 2.3 | 6 | 0
26 | Cc1ccccc1N(C)S(=O)(=O)c1ccc2[nH]cc(C(=O)NCC3CCCO3)c(=O)c2c1 (stereo unspecified) | 0.0 | -3 | 102 | · | 21 | 2 | -5 | 4.0 | -5 | 1
27 | CC1CC(C)(C)CC2(C1)NC(=S)N(c1ccccc1)N2 (stereo unspecified) | 0.4 | 0 | 96 | -2 | 5 | -1 | 0 | -2.8 | 2 | 5
28 | C=CCOc1ccc(CNn2cn[nH]c2=S)cc1 | 0.2 | 2 | 97 | -5 | 2 | 0 | 3 | 0.2 | 8 | -1
29 | Cc1cccc(C(=O)NC(=S)NCc2cccnc2)c1 | -0.2 | 1 | 97 | -14 | 8 | 2 | 1 | 1.3 | 5 | -2
30 | COc1ccc(CNC(=O)C2CCN(S(=O)(=O)c3ccc4c(c3)CC(C)N4C(=O)C3CC3)CC2)cc1 (stereo unspecified) | 0.2 | -3 | 101 | -7 | -3 | -2 | -3 | 0.2 | -3 | -2
31 | O=C(NCCCCC(NC(=O)C1CCCCC1)C(=O)O)c1ccccc1 (stereo unspecified) | -0.2 | 0 | 99 | -8 | 0 | -2 | -3 | 4.3 | -6 | 9
32 | CN(C)c1ccc(/C=C2\N=C(C(C)(C)C)OC2=O)cc1 | -0.9 | 0 | 103 | -8 | -7 | -1 | 1 | -0.4 | 17 | 4
33 | Cc1cc(=O)oc2cc(OC(C)C(=O)N3CCOCC3)c(Cl)cc12 (stereo unspecified) | 0.0 | 1 | 101 | -11 | 7 | -3 | 8 | -2.4 | 10 | -6
34 | COc1ccc(C(=O)CCC(=O)Nc2cccc(Cl)c2)cc1 | 0.1 | -1 | 95 | -16 | 0 | -2 | 5 | -0.3 | -1 | -2
35 | O=C(C1CCCCC1)N1CCN(c2ncccn2)CC1 | 0.1 | 0 | 92 | -5 | 8 | 0 | -2 | -0.5 | 0 | -18
36 | CCCc1[nH][nH]c(=O)c1C(c1cccc(Cl)c1)C(C#N)C#N (stereo unspecified) | -0.3 | 4 | 93 | -4 | 38 | 2 | -3 | 2.8 | 3 | -12
37 | O=C(c1cnccn1)N(Cc1ccco1)C1(C(=O)NC2CCCC2)CCCCC1 | 0.0 | 0 | 97 | -5 | 10 | -2 | -4 | -0.1 | 13 | 4
38 | O=[N+]([O-])c1ccc(NN=C2CCCCC2)c([N+](=O)[O-])c1 | -0.1 | 2 | 96 | -10 | -22 | -4 | -4 | 4.7 | -4 | -18
39 | Cc1ccc(NC(=O)c2cc(-c3cc(C)c(C)cc3O)n[nH]2)cc1C | 0.0 | 1 | 104 | -5 | -1 | 5 | 1 | 0.6 | -13 | -20
40 | CCCCSCc1nc2ccccn2c1Br | -0.4 | -1 | 101 | 6 | -4 | -2 | 4 | 1.2 | 2 | 6
41 | CC1CC(c2ccccc2)n2nc(N3C(=O)c4ccccc4C3=O)nc2N1 (stereo unspecified) | 0.0 | 0 | 99 | -1 | 0 | 2 | 0 | 3.5 | 3 | 16
42 | CCOC(=O)Cc1csc(NC(=O)c2cccnc2)n1 | -0.1 | 2 | 98 | -8 | -2 | -2 | 0 | -1.8 | 5 | -1
43 | O=C(NCc1csc2ccc(Cl)cc12)Nc1ccccc1 | 0.2 | -2 | 97 | -8 | -5 | -2 | -5 | -0.8 | -6 | -2
44 | COc1ccc(/C=N/N2CCN(c3ccccc3OC)CC2)cc1OC | 0.0 | 1 | 95 | -9 | -2 | 0 | 5 | 4.5 | -5 | -5
45 | CCOc1ccc(S(=O)(=O)N(CC(=O)NC2CCCC2)c2ccc(F)cc2)cc1 | 0.0 | -2 | 99 | · | 3 | 23 | 2 | -0.5 | -15 | -2
46 | CN(C)S(=O)(=O)c1cccc(NC(=O)c2cc3c(=O)n4ccccc4nc3s2)c1 | 0.0 | -3 | 87 | -13 | -2 | 0 | -3 | -0.5 | -7 | -9
47 | C[C@H]1CNC(=O)c2c(C(=O)N[C@@H](Cc3c[nH]c4ccccc34)C(=O)OC(C)(C)C)ncn21 | 0.0 | 0 | 91 | -10 | 1 | 3 | 7 | -1.9 | 0 | 1
48 | C/C(=N\NC(=O)c1nn(C)c(C)c1Br)c1cccc(NC(=O)c2ccc(F)cc2)c1 | -0.4 | -1 | 97 | -5 | -4 | -3 | -4 | -1.5 | -4 | 10
49 | CC(C)(C)OC(=O)N(Cc1ccccc1)Cc1ccccc1OCc1cccc(NC(=O)c2ccccc2)c1 | -0.2 | -3 | 102 | · | -24 | -3 | -5 | -1.0 | · | 3
50 | Cc1cccc(N(Cc2nnc3n2CCCCC3)C(=O)Nc2ccccc2)c1 | -0.5 | 0 | 99 | -3 | -5 | -1 | 2 | 3.4 | ? | 2
51 | CCCNC(=O)Cn1cccc1C(=O)c1ccccc1 | 0.5 | 0 | 125 | -7 | 8 | 2 | 10 | 2.2 | 0 | -6
52 | CCOC(=O)Cn1c(CN2CCc3ccccc3C2)nc2c1c(=O)n(C)c(=O)n2C | 0.1 | 0 | 102 | -8 | 5 | 1 | -3 | 0.2 | · | ·
53 | COc1nc(-c2cccs2)cc(-c2ccc(C)cc2)c1C#N | -0.4 | 8 | 99 | -10 | -8 | -4 | -2 | -0.3 | 2 | -3
54 | CC(NC(=O)CCc1nnc(C2CCCCC2)o1)c1ccc(F)cc1 (stereo unspecified) | -0.1 | 0 | 96 | 5 | 1 | 3 | 7 | -0.9 | 3 | 1
55 | Cc1ncc(C(=O)O)c(C(=O)O)c1N | 1.0 | 2 | 92 | -19 | 13 | -1 | 10 | -0.4 | 62* | -4
56 | CCOc1ccccc1NC(=O)C(=O)NCC1CCCN1CC (stereo unspecified) | 0.3 | -2 | 99 | · | 6 | 0 | -6 | -2.9 | 8 | 5
57 | Cc1ccc(Cl)cc1Nc1nc(-c2sc(NC(=O)c3ccco3)nc2C)cs1 | -0.3 | -13 | 97 | -11 | 2 | -3 | 4 | -4.1 | -20 | 2
58 | COC(=O)C1CN(S(=O)(=O)c2ccc(NC(C)=O)cc2)CCS1 (stereo unspecified) | 0.1 | 1 | 101 | -3 | -3 | -4 | -4 | 2.6 | -3 | -1

Screens deposited in PubChem BioAssay by several laboratories.

Rows were taken by chance (roughly 3.1% active in at least one column).
